PGK inhibitor: inhibitors of T. brucei phosphoglycerate kinase | P07378 | PGK/GAPDH coupled, Kinase-Glo luminescence, 60 min | Potency, µM (highest dose often 57.5 µM), inactives show at the highest dose activity change, negative = inhibition, hits mostly inhibitors | 380,000 compounds, 0.043% hits; also: potency is read from the fitted curve at half-maximal effect; % is scaled to controls: 0 for no effect and ±100 for the full control effect; nearly all actives have a fitted effect of over 60% in size
Target sequence (P07378 whole entry, looked up): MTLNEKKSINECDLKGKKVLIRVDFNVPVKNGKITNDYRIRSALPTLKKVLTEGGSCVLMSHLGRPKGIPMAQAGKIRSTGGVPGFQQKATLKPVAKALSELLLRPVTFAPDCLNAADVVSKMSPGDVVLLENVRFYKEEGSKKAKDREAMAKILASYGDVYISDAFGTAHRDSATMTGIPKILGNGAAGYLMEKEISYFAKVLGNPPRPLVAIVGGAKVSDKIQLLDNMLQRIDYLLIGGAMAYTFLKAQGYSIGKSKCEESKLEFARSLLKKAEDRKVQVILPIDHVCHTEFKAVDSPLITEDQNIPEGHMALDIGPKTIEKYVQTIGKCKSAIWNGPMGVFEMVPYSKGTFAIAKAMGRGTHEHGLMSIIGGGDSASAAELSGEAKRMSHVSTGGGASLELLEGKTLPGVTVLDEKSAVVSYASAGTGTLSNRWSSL
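Luminescent ATP detection (Kinase-Glo Plus) follows a 60-minute room-temperature incubation, with wells lacking PGK as controls. Buffer: 100 mM TEA (pH 7.6), 5 mM MgCl2, 0.01% Tween-20. Coupling enzyme GAPDH (100 nM final) supplies unstable 1,3-BPG in-well.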
JMJD2A Tudor inh: blocks the human JMJD2A Tudor domain; AlphaScreen JMJD2A-Tudor / H3K4me3 peptide binding; Potency, µM (highest dose often 114 µM), without a hit: at the top dose activity change, negative = inhibition, actives largely listed as inhibitors; 390,000 compounds, 4.4% hits; also: potency is read from the fitted curve at half-maximal effect; % is scaled to controls: 0 for no effect and ±100 for the full control effect; nearly all actives have a fitted effect of over 50% in size
GLS inh: blocks human kidney-isoform glutaminase activity. Potency, µM (series often up to 45.5 µM), for the others: at the highest dose activity change, negative = inhibition, most hits filed as inhibitors. O94925. 410,000 compounds, 0.21% hits. AID 624170. GLS enzymatic activity, qHTS titration; also: potency is read from the fitted curve at half-maximal effect; % is scaled to controls: 0 for no effect and ±100 for the full control effect
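Assay buffer: 45 mM KH2PO4 pH 8.2, 0.02% Tween-20. hKGA acts on L-glutamine (1 mM solution added); product glutamate is reported by an oxidase/peroxidase Amplex Red coupling, with fluorescence taken at baseline and 30 min.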
ERG-DNA inh: blocks human ERG Ets domain binding to DNA; Potency, µM (doses to about 76.9 µM), inactives show top-dose FP activity, negative = inhibition, hits mostly inhibitors; 370,000 compounds, 0.028% hits; fluorescence polarization, His-ERG Ets domain / labelled DNA; active = well fitted inhibition curve with a large enough effect in the polarisation, with a control signal flat; inconclusive = small, poorly fitted or top-dose-only effect, or effect the other way, or a change in a side signal; inactive = no such curve, though single readings can be large or run the other way; the % refers to the polarisation;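 also: polarization taken with two DNA probes labelled with fluorescein and Texas red; potency is read from the fitted curve at half-maximal effect; % of control where 0% means no effect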
Target sequence (P11308 whole entry, looked up, the tested form may be a part): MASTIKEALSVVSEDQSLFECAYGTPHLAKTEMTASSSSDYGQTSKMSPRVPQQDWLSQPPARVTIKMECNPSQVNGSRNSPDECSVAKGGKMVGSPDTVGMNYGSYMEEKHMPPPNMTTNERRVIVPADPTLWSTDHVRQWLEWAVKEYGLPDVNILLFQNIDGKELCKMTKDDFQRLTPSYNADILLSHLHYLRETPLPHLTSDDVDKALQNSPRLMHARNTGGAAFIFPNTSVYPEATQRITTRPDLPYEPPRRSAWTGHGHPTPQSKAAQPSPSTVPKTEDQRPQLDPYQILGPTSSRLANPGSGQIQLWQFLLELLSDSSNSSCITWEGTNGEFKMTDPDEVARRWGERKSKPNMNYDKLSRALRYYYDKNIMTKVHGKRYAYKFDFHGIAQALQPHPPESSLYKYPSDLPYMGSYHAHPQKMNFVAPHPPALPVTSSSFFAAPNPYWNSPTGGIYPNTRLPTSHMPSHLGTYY
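His-tagged ERG Ets domain (1 uM in the protein solution; 300mM KCl, 50mM Tris-HCl, 1mM EDTA, 1mM DTT, pH 7.5) received compound, then a probe mix of 5 nM fluorescein-DNA and 100nM Texas-615-DNA. Fluorescence polarization was read for both dyes.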
Pin1 inhibitor: inhibitors of human Pin1; Pin1 FP peptide displacement, HiFluor488, 10 min; Potency, µM (highest dose often 115 µM), for the others: at the top dose activity, negative = inhibition, most hits filed as inhibitors; 390,000 compounds, 0.009% hits; active = well fitted inhibition curve with a large enough effect in the polarisation, with a control signal flat, not every such curve was filed as active; inconclusive = small, poorly fitted or top-dose-only effect, or effect the other way, or a change in a side signal; inactive = no such curve, though single readings can be large or run the other way; the % refers to the polarisation; also: potency is read from the fitted curve at half-maximal effect; % is scaled to controls: 0 for no effect and ±100 for the full control effect
Target sequence (Q13526 whole entry, looked up): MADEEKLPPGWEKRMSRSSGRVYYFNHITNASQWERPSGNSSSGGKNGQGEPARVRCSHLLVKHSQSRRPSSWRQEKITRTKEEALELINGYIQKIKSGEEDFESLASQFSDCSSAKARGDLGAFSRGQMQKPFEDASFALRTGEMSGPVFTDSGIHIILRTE
HP1b chromo inh: HP1-beta chromodomain-methylated histone interaction inhibition. P83916. 390,000 compounds, 0.56% hits. AlphaScreen HP1-beta / biotin-H3K9me3 peptide binding. Potency, µM (titrated, usually from 114 µM), for the others: at the top dose activity change, negative = inhibition, hits mostly inhibitors; also: potency is read from the fitted curve at half-maximal effect; nearly all actives have a fitted effect of over 70% in size; inactives centre near 23
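AlphaScreen: HP1-beta (50 nM) preformed 30 min with biotin-H3(1-18)K9me3 peptide (50 nM) in PBS pH 7.4, 0.01% Tween-20. Compound added for 30 min at RT, then streptavidin donor/nickel chelate acceptor beads (10 ug/mL) for 30 min.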
BAZ2B block: inhibitors of human BAZ2B bromodomain; Q9UIF8; Potency, µM (doses to about 114 µM), for inactives: at the highest dose activity change, negative = inhibition, usual class: inhibitors; AlphaScreen BAZ2B-H3K14Ac peptide displacement; 360,000 compounds, 4.4% hits; also: potency is read from the fitted curve at half-maximal effect; % is scaled to controls: 0 for no effect and ±100 for the full control effect; nearly all actives have a fitted effect of over 60% in size
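Complex of BAZ2B and biotin-H3K14Ac (50 nM apiece) forms over 30 min at RT, then faces library compounds up to 110 uM for another 30 min; AlphaScreen beads added, 20 min dark incubation, luminescence read.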
G9a block: inhibitors of human histone lysine methyltransferase G9a; Q96KQ7; G9a H3K9 monomethylation, AlphaScreen, 2 h; Potency, µM (doses to about 102 µM), for the others: at the top dose activity, negative = inhibition, usual class: inhibitors; 350,000 compounds, 8.8% hits; AID 504332; also: potency is read from the fitted curve at half-maximal effect; % is scaled to controls: 0 for no effect and ±100 for the full control effect; nearly all actives have a fitted effect of over 75% in size
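G9a (20 nM) was preincubated 15 min with compound, then reacted 2 h at room temperature with 500 nM biotin-H3K9 peptide and 20 µM SAM. Monomethyl-H3K9 detected by AlphaScreen using anti-H3K9me1 antibody.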
PI4K2A block: PI4K2A (human) kinase inhibition; Q9BTU6; purified PI4K2A, ADP-Glo luminescence, 1 h; stronger effect = lower value; activity change, negative = inhibition, % at 76.9 µM; 420,000 compounds, 0.13% hits; AID 1346378; in the data active = activity change below about -50%; inconclusive = mostly about -30% to -49%;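 also: -100% = wells without enzyme as full effect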
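PI4K2A activity was measured by ADP-Glo luminescence: enzyme (4 ug/mL stock) and phosphatidylinositol (1.2 mM stock) in Tris pH 7.5/MgCl2/EGTA/Triton X-100 buffer were reacted with ATP (300 microM stock) for one hour at ambient temperature.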
Active calls of the source: *; i = inactive; ? = inconclusive; / = no result given; & = joins results of further samples; [ ] = another dose, or the depositor's remark. Unless noted, calls follow the shape of the dose curve; as a rule, active = well fitted curve in the direction sought with a large enough effect; inconclusive = small, poorly fitted or top-dose-only effect, or another doubt; inactive = no such curve, though single readings can be large; an effect the other way counts as inactive or inconclusive.

cpd	Structure	PGK inhibitor	JMJD2A Tudor inh	GLS inh	ERG-DNA inh	Pin1 inhibitor
1	CCOC(=O)c1[nH]c(C)c(C(=O)NCCc2ccccc2)c1C	3%	-21%	-8%	1%	4%
2	COc1cccc(CN2CCN(Cc3c(C)nn(C(C)C)c3C)CC2CCO)c1 (centres undefined)	2%	-4%	9%	-2%	-3%
3	Cc1cc(S(=O)(=O)N2CCCCC2)ccc1OCC(=O)N1CCOCC1	-9%	-4%	7%	-4%	-4%
4	COC(=O)c1ccc(NS(=O)(=O)c2cccc3cccnc23)cc1	i	17%	1%	2%	-4%
5	Cc1ccccc1CN1C(=O)[C@@H]2Cc3c([nH]c4ccccc34)C(C)(C)N2C1=O	-11%	-10%	-9%	/	0%
6	CCS(=O)(=O)NCC(c1ccco1)N1CCN(c2ccc(OC)cc2)CC1 (centres undefined)	0%	-25%	11%	-1%	5%
7	COc1ccc(CN(CCC(c2ccc3c(c2)OCO3)c2ccccc2OC)C(C)=O)cc1 (centres undefined)	-3%	?	-2%	1%	17%
8	Cc1ccc(-c2noc(CCC(=O)NCCc3ccccc3Cl)n2)cc1	2%	12%	7%	-1%	-2%

cpd	HP1b chromo inh	BAZ2B block	G9a block	PI4K2A block
1	16%	-7%	-9%[59 µM]	-5
2	27%	-9%	5%[12.7 µM]	1
3	21%	5%	/	1
4	16%	8%	12%	-8
5	44%[activator]	/	/	5
6	14%	11%	47%[59 µM]	0
7	-6%	?	?	11
8	31%	4%	6%[12.7 µM]	5

cpd	Structure	PGK inhibitor	JMJD2A Tudor inh	GLS inh	ERG-DNA inh	Pin1 inhibitor
9	CN(Cc1ccccc1)C(=O)COC(=O)c1cc(Cl)nc(Cl)c1	-1%	-8%	0%	2%	1%
10	COc1cc2[nH]c(=S)nc(NCCc3ccc(C)cc3)c2cc1OC	i	?	4%	8%	15%
11	Cc1ccc(Nc2nc3ccccc3s2)cc1	2%	-12%	26%	5%	-2%
12	CC(Cc1cccnc1)NC(=O)CCc1nnc(-c2ccccc2)o1 (centres undefined)	-8%	-8%	-3%	-4%	-6%
13	CCCCCc1nc(-c2nonc2N)no1	-6%	4%[57.1 µM]	4%	-13%	-9%
14	Cc1cc(=O)[nH]c(NN)n1	i	-4%[11.4 µM]	7%	5%	-11%
15	CC(Sc1nncs1)C(=O)Nc1ccc2c(c1)OCO2 (centres undefined)	i	-21%	0%	-8%	-1%
16	CCOc1ccc(-c2nnc(SCC(=O)Nc3cccc(OC)c3)nc2-c2ccc(OCC)cc2)cc1	7%	-28%	-16%	-7%	26%

cpd	HP1b chromo inh	BAZ2B block	G9a block	PI4K2A block
9	23%	/	14%	1
10	13%	-11%	5%	3
11	16%	-2%	7%[59 µM]	0
12	12%	-6%	/	2
13	51%[activator]	-1%	10%	-3
14	27%	0%	/	-4
15	37%	-21%	-40%	-2
16	18%	-6%	-16%[59 µM]	-1

cpd	Structure	PGK inhibitor	JMJD2A Tudor inh	GLS inh	ERG-DNA inh	Pin1 inhibitor
17	CCn1c(C)nc2cc(C(=O)NNC(=S)Nc3ccc(C)cc3)ccc21	i	-17%	0%	9%	-4%
18	C=CCNC(=O)C1CC(=O)N(c2ccc(OCC(=O)Nc3c(C)cccc3C)cc2)C1 (centres undefined)	1%	7%	11%	10%	6%
19	Cc1cc2nc(C)n(CCCNC(=O)Nc3ccccc3)c2cc1C	13%	-19%	5%	-5%	6%
20	COCCNc1oc(-c2ccc(COc3ccc(OC)cc3)o2)nc1C#N	7%	?	12%	-1%	-19%
21	CCOc1ccc2nc(N3CCCN(C(=O)Nc4ccccc4C)CC3)c(C#N)cc2c1	2%	52%[activator]	-1%	-3%	?
22	Cc1cc(NC(=O)COC(=O)C2CSC3(C)CCC(=O)N23)ccc1Br (centres undefined)	1%	-8%	-5%	3%	-5%
23	CCn1c(SCC(N)=O)nnc1-c1ccc2[nH]c(C)c(C)c2c1	-2%	-22%	5%	-3%	3%
24	COc1cc(C(=O)Oc2ccc(C(=S)N3CCOCC3)cc2)cc(OC)c1OC	i	3%	-10%	8%	-5%

cpd	HP1b chromo inh	BAZ2B block	G9a block	PI4K2A block
17	-4%	1%	?	4
18	23%	6%	18%	-3
19	10%	5%	11%[59 µM]	4
20	?	?	-29%[59 µM]	-8
21	130%[activator]	67%[activator]	60%[activator][59 µM]	-4
22	32%	/	/	-3
23	0%	-31%	-6%[59 µM]	6
24	9%	0%	/	3

cpd	Structure	PGK inhibitor	JMJD2A Tudor inh	GLS inh	ERG-DNA inh	Pin1 inhibitor
25	OCCNCC(O)Cn1ccc2ccccc21 (centres undefined)	-11%	-17%	3%	-2%	3%
26	Nc1nc2ncc(CNc3ccc(C(=O)N[C@@H](CCC(=O)O)C(=O)O)cc3)nc2c(=O)[nH]1	-9%	-15%	14%	0%	-15%
27	CCCCNc1ncnc2c1cnn2-c1ccc(C)cc1C	i	-13%	-5%	-1%	-1%
28	O=C(CCCOc1ccc(Cl)cc1Cl)n1nnc2ccccc21	-10%	1%	13%	/	0%
29	Cc1ccc2nc(CSc3nnc(Cc4cccs4)n3C3CCCCC3)cc(=O)n2c1	-9%	-27%	8%	0%	0%
30	O=S(=O)(NC(=NC1CCCCC1)c1ccccc1)c1ccc(F)cc1	-8%	-12%	-3%	-9%	0%
31	O=C(c1cc(F)ccc1F)C1CCCN(C(=O)CCCN2CCCCC2=O)C1 (centres undefined)	-1%	-11%	-3%	-1%	-1%
32	CN(C)S(=O)(=O)c1cccc(NC(=S)N/N=C/C(c2ccccc2)c2ccccc2)c1	3%	?	11%	1%	6%

cpd	HP1b chromo inh	BAZ2B block	G9a block	PI4K2A block
25	27%	3%	16%[59 µM]	0
26	31%	-1%	13%[21.5 µM]	-4&-4
27	54%[activator]	2%	-24%	-4
28	112%	26%	22%[59 µM]	6
29	46%[activator]	-2%	?	-5
30	24%	1%	-8%	-4
31	23%	0%	5%	-2
32	43%	1%	25µM*	5

cpd	Structure	PGK inhibitor	JMJD2A Tudor inh	GLS inh	ERG-DNA inh	Pin1 inhibitor
33	COCCn1c(CNC(=O)c2ccc(C)cc2)nc2cccnc21	-6%	0%	-7%	-1%	3%
34	COc1ccccc1NS(=O)(=O)c1cccc(C(=O)NNC(=O)c2ccc(O)c(Cl)c2)c1	i	-14%	-8%	0%	-5%
35	COc1cc(OC)cc(C(=O)Nc2cccc(NC(=O)c3ccccc3)c2)c1	-7%	-27%	3%	-5%	9%
36	O=C(Cc1cccs1)N1CCN(S(=O)(=O)c2ccc(F)c(F)c2)CC1	i	-14%	-11%	1%	-2%
37	O=C(O)CC(NC(=O)CCC1CCCCC1)c1cc([N+](=O)[O-])ccc1Cl (centres undefined)	3%	7%	22%	8%	0%
38	Cc1cc(OCC(=O)OCC(=O)N2CCc3ccccc32)ccc1Cl	-3%	41%[activator]	-2%	-4%	11%
39	COCCCNC(=O)c1ccc(NC(=O)N2CCCCc3ccccc32)cc1	5%	-16%	4%	5%	4%
40	Cc1nnc2n1N=CC=C(c1ccccc1)S2	3%	3%	/	-2%	6%

cpd	HP1b chromo inh	BAZ2B block	G9a block	PI4K2A block
33	31%[57 µM]	0%	27%[59 µM]	-4
34	22%	10%	-5%[0.501 µM]	3
35	?	-5%	19%	-3
36	44%[activator]	2%	-5%[2.33 µM]	5
37	28%	/	?	-2
38	80%[activator]	8%	4%[2.33 µM]	0
39	18%	5%	5%[59 µM]	2
40	28%	7%	22%[59 µM]	4

cpd	Structure	PGK inhibitor	JMJD2A Tudor inh	GLS inh	ERG-DNA inh	Pin1 inhibitor
41	Cc1ccccc1NS(=O)(=O)c1ccc(C(=O)NN2CCCCC2)cc1	-4%	-12%	17%	-4%	3%
42	Cc1csc(SCC(=O)Nc2sc3c(c2C#N)CCC3)n1	-1%	?	28%	-9%	28%
43	COc1ccc(-c2nn(-c3ccccc3)cc2/C=C2/SC(=S)N(CCC(=O)O)C2=O)cc1	20µM*	20µM*	29%	7%	?
44	CCC1=C(OC(=O)N(CC)CC)N2C(=O)OC(=NCCc3c[nH]c4ccccc34)[C@]2(Cc2ccccc2)[C@H]2C1=CC[C@H]1C(=O)N(c3ccccc3)C(=O)[C@H]12	-8%	?	0%	4%	19%
45	CC(=O)N1CCc2cc(S(=O)(=O)Nc3ccc(C)cc3)ccc21	-6%	5%	-6%	-7%	-4%
46	CC1CC(C)CN(C(=O)C(C)N2CCN(S(=O)(=O)c3ccccc3F)CC2)C1 (centres undefined)	-11%	-19%	-4%	-2%	-9%

cpd	HP1b chromo inh	BAZ2B block	G9a block	PI4K2A block
41	26%	17%	12%	-1
42	27%	?	5%[59 µM]	-17
43	35µM*	18µM*	40µM*	4
44	-20%	-13%	-4%[59 µM]	-11
45	31%	-14%	-22%	5
46	11%[57 µM]	/	/	-2

Entries listed above that bear a hit mark in HP1b chromo inh:
cpd	Structure	PGK inhibitor	JMJD2A Tudor inh	GLS inh	ERG-DNA inh	Pin1 inhibitor
43	COc1ccc(-c2nn(-c3ccccc3)cc2/C=C2/SC(=S)N(CCC(=O)O)C2=O)cc1	20µM*	20µM*	29%	7%	?

cpd	HP1b chromo inh	BAZ2B block	G9a block	PI4K2A block
43	35µM*	18µM*	40µM*	4

Screening results: PubChem BioAssay, National Center for Advancing Translational Sciences (NCATS)
